High-throughput results (PubChem BioAssay)
SUMO HTRF inh: inhibitors of in vitro SUMOylation cascade, primary screen, biochemical, HTRF, uHTS; SUMO-conjugating enzyme UBC9 (Homo sapiens), P63279; HTRF SUMOylation assay, SAE1/SAE2 + UBC9; inhibition, % at 35 µM; 290,000 tested, 0.36% active; AID 2006, 2009; in the data active = inhibition above about 50%, passing the limit was not always enough; also: strong numbers were not always called active
CRFBP-R2 block: antagonists of CRF-BP/CRF-R2 complex, primary screen, cell-based, HEK293, calcium dye fluorescence, uHTS. AID 588475, 2011. 350,000 tested, 0.59% active. CRF-induced calcium fluorescence. inhibition, % at 11.8 µM;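 active = inhibition of the ligand-induced calcium signal above about 50% at the single tested concentration, limit read from the data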
IMP-1 inh: IMP-1 metallo-beta-lactamase inhibitors, primary screen, biochemical, epi-absorbance readout, Pseudomonas aeruginosa enzyme; inhibition, % at 5.6 µM; 290,000 tested, 0.45% active; purified IMP-1, nitrocefin hydrolysis, epi-absorbance fluorescence;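 active = inhibition above the mean plus 3 SD of all compounds in the same screening run, cut at about 4.5% in these data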;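 also: 0% = IMP-1 with DMSO and 100% = DMSO wells lacking enzyme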
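Test system: recombinant IMP-1 enzyme, purified / Medium: HEPES buffer pH 7.1 with ZnSO4 and Brij 35 / Doses: single dose, 5.6 µM / Times: 25 °C, 15 min preincubation, 25 min reaction / Detection: Epi-absorbance via hydrolysed-nitrocefin quenching of white-plate fluorescence, 480/530 nm, EDTA stop / Evaluation: percent inhibition from optical density relative to buffer-blank wells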
IDE cell activ: human IDE activators in live cells, primary screen, fluorescence polarization, HEK cells, FAbeta-B substrate; activation, % at 5.96 µM; AID 493087, 2011; Insulin-degrading enzyme (Homo sapiens), P14735; 340,000 tested, 0.073% active; FAbeta-B cleavage; 0% vehicle, 100% cell-free pure enzyme wells;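 active = activation above the mean of all tested compounds plus 3 SD, set per screening campaign, cut at about 17% in these data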
p-CIP stab down: p/CIP-EGFP fusion destabilizers, primary screen, fluorescence, F442A cells. Q05BA5. 16 h. decrease of EGFP signal, % at 10 µM. 290,000 tested, 0.01% active. AID 1984, 2009;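 active = EGFP signal decrease of at least 30% at 10 µM or well 3 SD below plate mean, unless failing retest; inactive = the rest, including hits failing retest or dose response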; also: some compounds called inactive have numbers as strong as hits; many of its hits are not listed in these tables
Target sequence (Q05BA5 1-1403): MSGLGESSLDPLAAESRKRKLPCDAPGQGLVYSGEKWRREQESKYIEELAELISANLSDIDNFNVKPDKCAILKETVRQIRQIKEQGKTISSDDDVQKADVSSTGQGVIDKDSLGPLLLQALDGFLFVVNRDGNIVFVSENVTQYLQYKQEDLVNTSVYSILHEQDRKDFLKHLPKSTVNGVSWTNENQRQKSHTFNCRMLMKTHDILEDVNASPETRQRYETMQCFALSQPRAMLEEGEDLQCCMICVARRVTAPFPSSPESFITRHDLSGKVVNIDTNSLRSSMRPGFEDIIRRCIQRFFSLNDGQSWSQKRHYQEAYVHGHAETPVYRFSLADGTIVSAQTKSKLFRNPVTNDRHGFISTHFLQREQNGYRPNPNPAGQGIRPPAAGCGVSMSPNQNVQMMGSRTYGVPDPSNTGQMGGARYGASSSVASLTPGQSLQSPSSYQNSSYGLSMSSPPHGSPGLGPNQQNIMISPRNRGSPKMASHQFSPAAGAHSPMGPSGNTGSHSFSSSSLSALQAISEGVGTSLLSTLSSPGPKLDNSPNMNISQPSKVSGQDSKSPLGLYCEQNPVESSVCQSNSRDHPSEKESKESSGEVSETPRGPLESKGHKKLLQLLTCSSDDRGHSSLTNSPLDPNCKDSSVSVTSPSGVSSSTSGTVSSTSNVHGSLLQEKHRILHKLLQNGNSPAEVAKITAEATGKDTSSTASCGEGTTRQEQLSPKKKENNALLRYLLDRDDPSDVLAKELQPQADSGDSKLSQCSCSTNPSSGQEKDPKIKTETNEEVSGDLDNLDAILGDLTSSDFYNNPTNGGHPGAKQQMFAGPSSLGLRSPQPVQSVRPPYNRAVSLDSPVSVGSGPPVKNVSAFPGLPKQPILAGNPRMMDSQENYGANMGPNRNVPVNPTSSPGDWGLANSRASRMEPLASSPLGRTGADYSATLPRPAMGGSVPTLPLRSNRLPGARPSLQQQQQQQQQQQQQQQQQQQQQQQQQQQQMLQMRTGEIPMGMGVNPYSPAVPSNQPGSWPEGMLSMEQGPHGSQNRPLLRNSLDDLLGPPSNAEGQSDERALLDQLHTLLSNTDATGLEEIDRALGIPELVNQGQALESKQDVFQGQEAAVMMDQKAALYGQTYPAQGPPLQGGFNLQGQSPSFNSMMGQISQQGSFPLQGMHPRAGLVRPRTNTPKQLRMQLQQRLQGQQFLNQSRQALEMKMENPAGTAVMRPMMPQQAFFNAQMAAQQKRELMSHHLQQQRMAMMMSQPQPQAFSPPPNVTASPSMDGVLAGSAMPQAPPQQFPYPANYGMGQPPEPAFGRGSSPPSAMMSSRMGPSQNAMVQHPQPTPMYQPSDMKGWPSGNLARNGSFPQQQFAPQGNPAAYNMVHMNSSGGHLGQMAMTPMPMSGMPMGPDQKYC
VIM-2 inhibitor: VIM-2 metallo-beta-lactamase inhibitors, primary screen, biochemical, epi-absorbance readout, Pseudomonas aeruginosa enzyme; AID 1527, 2009; 290,000 tested, 0.89% active; purified VIM-2, nitrocefin hydrolysis, epi-absorbance fluorescence; inhibition, % at 5.6 µM;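 active = inhibition above the mean of all tested compounds plus 3 SD, cutoff set per screening run, cut at about 7.5% in these data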;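 also: red hydrolysis product quenches plate fluorescence so inhibitors raise well fluorescence; 0% = enzyme with DMSO and 100% = DMSO without enzyme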
IDE cell inh: human IDE inhibitors in live cells, primary screen, fluorescence polarization, HEK cells, FAbetaB substrate; inhibition, % at 5.59 µM; 320,000 tested, 0.41% active; AID 434962, 2010; FAbetaB cleavage; Insulin-degrading enzyme (Homo sapiens), P14735;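 active = percent inhibition above the average of all tested compounds plus 3 SD, set per screening campaign, cut at about 16% in these data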;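 also: IDE supplied by intact live HEK cells; FP after avidin binding of uncleaved biotin substrate so inhibition keeps polarization high; 0% = DMSO wells and 100% = 60 µM reference IDE inhibitor Ii1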
HCV NS3 hel inh: inhibitors of HCV NS3 helicase, primary screen, biochemical, Cy5 molecular beacon fluorescence; Hepatitis C virus NS3 helicase; NS3 helicase DNA unwinding; inhibition, % at 10.9 µM; 290,000 tested, 0.56% active; AID 1800, 2009;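 active = inhibition above the mean of all tested compounds plus 3 SD, set per campaign, cut at about 35% in these data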;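 also: 0% = DMSO wells and 100% = thioflavine S control wells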
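Control set: DMSO versus 110 µM thioflavine S; Material: NS3 helicase fragment of HCV; Measured by: Cy5 fluorescence at 0 and 60 min, beacon hairpin quenching; Read-out basis: percent inhibition from t60/t0 fluorescence ratio; Times: reaction time 60 min, 25 °C; Repeats: single replicate; Compound dosing: single dose, 10.9 µM nominal final, DMSO 0.8% final.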
GalR3 antag: GalR3 antagonists in HEK293 cells, primary screen, cell-based, fluorescence readout; Galanin receptor type 3 (Homo sapiens), O60755; HEK293 GalR3-CNG cAMP membrane potential fluorescence; galR3 body fused to GalR1 C-terminus; inhibition, % at 3 µM; 360,000 tested, 0.44% active; AID 651719, 2012;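 active = inhibition above the screen-wide average plus 3 SD, cut at about 13% in these data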;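 also: forskolin and galanin both at EC90 stimulate the cells; cAMP rise reported by CNG channel membrane potential dye signal; 0% = forskolin plus galanin with DMSO and 100% = forskolin alone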
* = called active by the depositor; / = not tested or not shown.

SMILES	SUMO HTRF inh	CRFBP-R2 block	IMP-1 inh	IDE cell activ	p-CIP stab down	VIM-2 inhibitor	IDE cell inh	HCV NS3 hel inh	GalR3 antag
CON1C(=O)CN(C(C)=O)C1c1ccc(Cl)cc1Cl (stereo unspecified)	12	3	2.3	1	-6	2.0	/	-17	-1
O=C(Nc1ccc2c(c1)CCC2)c1ccc(F)cc1	-12	17	-3.2	4	0	-1.8	-2	-13	-1
O=C(NCc1ccccc1F)C1CCCN(c2cnccn2)C1 (stereo unspecified)	12	-5	-1.8	-8	-7	-1.6	3	3	-1
O=C(COc1c(F)c(F)cc(F)c1F)NNC(=O)CC1CCS(=O)(=O)C1 (stereo unspecified)	/	-2	/	2	/	/	7	/	-5
O=C(NCC1CCCO1)c1ccc([N+](=O)[O-])o1 (stereo unspecified)	14	0	-3.4	-3	-14	-2.4	/	0	6
Cn1c(=O)c2cc3ccc(Cl)cc3nc2n(C)c1=O	6	52*	-2.1	/	-7	-0.5	11	2	-3
COc1cc(/C=C2/SC(=O)N(Cc3ccccc3)C2=O)ccc1OCc1ccncc1	8	-5	-6.0	1	-30	-5.5	3	3	-2
Cn1cnc2c1c(=O)n(Cc1cccc(F)c1)c(=O)n2C	6	21	-0.9	3	-3	-1.1	-2	0	-7
CCOC(=O)C1CCN(CC(=O)Nc2ccc(S(=O)(=O)N3CCC(C)CC3)cc2)CC1	7	-6	-1.0	1	0	-0.5	0	-42	-3
COc1cc(/C=C/C(=O)O)cc(S(=O)(=O)Nc2ccc3[nH]c(=O)[nH]c3c2)c1OC	-3	0	-2.4	5	1	-3.4	0	0	-7
COc1ccc2cnn(-c3ccc(OC(F)(F)F)cc3)c(=O)c2c1OC	10	2	-3.4	1	0	-3.7	4	-7	-2
Cc1nn(C)cc1/C=C/C(=O)c1ccccc1	1	21	-2.5	3	-5	-0.6	6	3	-8
Cc1nc2c([nH]c3ccc(Br)cc32)s1	8	4	-5.0	-29	-2	1.1	15	2	-11
COC(=O)COc1cccc(NC(=O)COc2ccccc2)c1	5	1	-3.5	5	-11	-5.1	4	-6	-6
Cc1cccc(N2CCN(C(=O)c3cccc(N4C(=O)C5CC=CC(C)C5C4=O)c3)CC2)c1C (stereo unspecified)	0	-8	-3.4	-58	-7	-1.7	53*	-5	-5
NC(=O)CC(NC(=O)Cc1cccc2ccccc12)c1ccc(N2CCN(c3ccccn3)CC2)c([N+](=O)[O-])c1 (stereo unspecified)	-12	0	-1.7	4	3	0.8	2	-12	-4
CC(C)C(=O)Nc1c(-c2ccccc2F)c(=O)c2ccccc2n1C	7	9	-1.1	-2	-5	1.7	-1	17	-13
CN(C)c1ccc(-c2nnn(Cc3ccccc3Br)n2)cc1	-21	4	0.5	-2	2	-3.0	9	-2	-8
CCN(CC)C(=O)c1nc[nH]c1C(=O)N(CC)CC	/	-2	/	3	/	/	-2	/	4
CC1CCN(c2oc(-c3cccc4ccccc34)nc2C#N)CC1	8	7	-2.7	-3	1	-2.9	0	4	-2
Cc1csc(SCC(=O)NC2CCS(=O)(=O)C2)n1 (stereo unspecified)	/	-1	/	7	/	/	2	/	-6
O=C(Nn1c(O)c(C=C2N=c3ccccc3=N2)sc1=S)c1ccccc1	-19	-21	-5.0	-15	1	-4.7	20*	4	-5
Cc1ccc2c(c1)NC(=O)C(CC(=O)NCCCN1CCCCC1)O2 (stereo unspecified)	11	22	-2.2	4	-12	1.4	-2	-5	-1
CN(C(=O)N1CCN(S(=O)(=O)c2ccccc2)CC1)c1ccccc1	7	4	-2.3	0	-1	-3.9	1	8	-7
C=CCn1c(Oc2ccc(C=O)cc2OCC)nc2c1c(=O)n(C)c(=O)n2C	18	-9	-1.6	-1	-1	-2.3	-1	6	-8

Fetched one by one from the list above:
SMILES	SUMO HTRF inh	CRFBP-R2 block	IMP-1 inh	IDE cell activ	p-CIP stab down	VIM-2 inhibitor	IDE cell inh	HCV NS3 hel inh	GalR3 antag
COC(=O)COc1cccc(NC(=O)COc2ccccc2)c1	5	1	-3.5	5	-11	-5.1	4	-6	-6
CN(C)c1ccc(-c2nnn(Cc3ccccc3Br)n2)cc1	-21	4	0.5	-2	2	-3.0	9	-2	-8

New compounds follow:
SMILES	SUMO HTRF inh	CRFBP-R2 block	IMP-1 inh	IDE cell activ	p-CIP stab down	VIM-2 inhibitor	IDE cell inh	HCV NS3 hel inh	GalR3 antag
Cc1cc(C(=O)N/N=C\c2cc(C(C)(C)C)c(O)c(C(C)(C)C)c2)n[nH]1	-18	-36	-2.9	1	-10	-5.3	2	-1	-7
Cc1cccc(C)c1OCC(=O)Nc1ccncc1	6	6	-2.1	2	-12	-1.3	6	21	-7
Oc1c(Cl)cc(Cl)cc1CNc1nc2ccccc2[nH]1	0	-3	0.7	2	-1	-2.0	-6	-12	-9
O=C(O)C1C2C=CC(C2)C1C(=O)N1CCN(CCO)CC1 (stereo unspecified)	23	4	-1.1	5	6	-1.4	0	-4	-3
Cc1nc2[nH]c(=S)[nH]c2cc1Br	13	18	-3.1	-13	3	-0.1	2	-2	0
CC(=O)NC(C)Cc1cn(Cc2ccccc2)c2ccccc12 (stereo unspecified)	14	20	-2.0	6	-16	-1.2	-4	5	2
C/C(=N\S(=O)(=O)c1ccc(C)cc1)N1CCCCC1	6	7	-1.1	0	5	-2.8	-7	-2	-4
O=C(COC(=O)c1ccc([N+](=O)[O-])o1)Nc1ccc2c(c1)OCO2	/	9	/	4	/	/	6	/	-5
O=C1c2ccccc2C(=O)N1/N=C/c1ccc(O)c(O)c1O	72*	2	-2.2	-9	-10	-1.9	/	10	/
O=C(CSc1nc2ccccc2o1)N1c2ccccc2Sc2ccc(Cl)cc21	-14	28	-1.4	6	-10	-0.7	-2	-4	-5
CCOC(=O)Nc1nc(-c2ccccc2)c(C(=O)c2ccccc2)s1	-28	22	-4.8	2	-24	-2.5	4	4	0
COCCCNC(=S)NCCc1ccc(F)cc1	9	10	-3.0	0	-2	-3.5	-4	-6	-2
CCn1cc(Br)c(C(=O)Nc2ccccc2C(=O)OC)n1	0	2	-0.5	4	-2	5.7	5	-18	-6
COC(=O)c1ccccc1NC(=O)C1CC(=O)N(c2ccc(C)cc2)C1 (stereo unspecified)	14	-3	-0.8	-1	5	-3.6	4	-2	-3
N#C/C(=C\c1ccc(N2CCOCC2)cc1)c1ccccc1	0	-47	-2.9	-2	-1	1.1	5	-7	-4
COc1ccc(CN(C(C)=O)c2cccc(C)c2C)cc1	-1	0	-4.3	3	-4	-3.6	-4	-5	-5
CCOC(=O)[C@@H]1[C@H]2COc3ccc(Br)cc3[C@H]2N2C(=O)N(c3ccc(Cl)cc3)C(=O)[C@@]12C	-18	-8	-2.0	/	2	-1.5	3	-11	/
COc1ccc(N=C2SC(C(=O)N3CCN(c4ccc([N+](=O)[O-])cc4)CC3)CC(=O)N2C)cc1 (stereo unspecified)	14	6	-1.6	0	-18	-0.9	-4	-4	-2
COc1cc(C)c(NC(c2ccccc2)c2ccccc2)cc1OC	21	22	-0.5	2	7	0.4	6	-5	-4
O=C(/C=C/c1ccc([N+](=O)[O-])cc1)N1CCN(c2ccccc2F)CC1	6	6	-0.8	-1	1	-2.2	1	1	-8
COc1ccc(N(C(=O)c2ccco2)C(C(=O)NC2CCCC2)c2ccncc2)cc1OC (stereo unspecified)	7	-1	0.1	6	3	-1.9	-3	0	-4
CC(NC(=O)Cc1cccs1)c1ccncc1 (stereo unspecified)	-4	4	0.9	1	-4	-1.5	4	-2	-4
O=C(Cn1c(=O)n(Cc2ccco2)c(=O)c2c3c(sc21)CCCC3)Nc1ccccc1	-11	-15	-1.4	4	3	-1.9	-5	47*	-3
CC(C)c1ccc(S(=O)(=O)NC2CCCC2)cc1	13	6	-2.6	-1	-6	-0.3	-2	-2	1
O=C(CS(=O)(=O)c1ccccc1)Nc1ccc(S(=O)(=O)Nc2ncccn2)cc1	-2	10	-2.6	1	1	1.9	5	-9	3

The list continues.
SMILES	SUMO HTRF inh	CRFBP-R2 block	IMP-1 inh	IDE cell activ	p-CIP stab down	VIM-2 inhibitor	IDE cell inh	HCV NS3 hel inh	GalR3 antag
COc1ccc(NS(=O)(=O)c2ccc(C(=O)N3CCCCCC3)cc2)cc1	/	-14	/	-5	/	/	6	/	-6
C/C(=N/NS(=O)(=O)c1cc(C)ccc1C)c1ccncc1	6	-2	-0.4	4	-21	-1.0	-2	21	-4
CCC(C)N=CC1=C(O)CC(c2ccccc2)CC1=O (stereo unspecified)	18	-10	-5.0	0	-1	-4.7	-1	5	-5
S=c1[nH]nc(-c2ccco2)n1/N=C/c1ccccn1	16	/	-3.8	/	-1	-4.1	7	-4	/
O=c1[nH]c(C2CCN(S(=O)(=O)Cc3ccccc3)CC2)nc2c1nnn2Cc1ccccc1Cl	18	-6	-1.5	5	-15	-0.8	-8	-13	-8
COC(=O)CSc1nc(N2CCOCC2)c2c(c1C#N)CC(C)(C)N(C)C2	20	-7	0.8	-5	-3	-1.0	2	7	3
COc1cc(S(=O)(=O)N2CCN=C2c2ccccc2)ccc1F	5	10	-2.8	3	11	-2.2	4	-1	-4
COc1cc(C(=O)OCCNC(=O)c2cccnc2)cc(OC)c1OC	/	23	/	4	/	/	2	/	-2
CC1CCCC(C)N1C(=O)c1ccccc1Nc1ccc(SC(F)F)cc1 (stereo unspecified)	12	-49	-0.5	4	-4	-2.3	-2	8	-1
Nc1nc(-c2ccc(Cl)cc2)c(N=Nc2ccc(S(=O)(=O)N3CCOCC3)cc2)s1	6	3	-4.8	2	7	-3.8	1	7	4
O=C1OC(N2C(=O)CC[C@H]2C(=O)Nc2ccc(Br)cc2F)c2ccccc21 (stereo partly specified)	19	0	-5.7	3	3	-5.8	8	7	0
Cc1nc(C)c(C(=O)NNS(=O)(=O)c2ccc3ccccc3c2)s1	4	36	-1.2	1	-4	-2.6	4	9	-2
COC(=O)c1cn(-c2ccccc2)nc1-c1ccc(OC)c(OC)c1	-19	-8	-1.2	0	-1	1.1	0	-6	-12
CCCCc1cc(=O)oc2cc(C)cc(OCC(=O)O)c12	40	-24	-2.3	0	-10	0.5	6	15	-5
Cc1nn(-c2ccccc2)c(Cl)c1/C=C(\CC(=O)O)c1nc2ccccc2s1	13	6	8.4*	3	-6	24*	2	30	13*
NC(N)=NS(=O)(=O)c1ccc(NC(=S)NC(=O)c2sc3ccccc3c2Cl)cc1	0	-22	-1.3	-2	-18	1.2	0	21	1
COc1ccc(N2CCN(CCCNC(=O)C3CCCN(S(=O)(=O)c4c(C)n[nH]c4C)C3)CC2)cc1 (stereo unspecified)	-6	10	-2.6	-5	-4	-1.8	-1	-4	-9
